Screening data (PubChem BioAssay)
core dimer inh: blocks dimerization of HCV core protein | TR-FRET GST/Flag-core106 dimerization, 1536-well | inhibition, % at 5 µM | 300,000 compounds, 0.33% hits;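 active = inhibition above the mean of all tested compounds plus 3 SD, set per screening campaign, cut at about 45% in these data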
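Material: Tagged HCV core106 pair (GST and Flag) | Amount: GST-core106 13.5 nM, Flag-core106 17 nM | Medium: KF-containing HEPES buffer, pH 7.45, DTT, CHAPS, BSA | Reagent: Eu donor and XL665 acceptor anti-tag antibodies | Schedule: 4 h at 22.5 °C | Technique: Time-resolved FRET, ex 340 nm, em 617 and 671 nm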
PP5 primary: PP5 (human) phosphatase inhibition | P53041 | purified PP5c, OMFP substrate fluorescence | inhibition, % at 6.7 µM | 320,000 compounds, 0.18% hits | AID 1987;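 active = inhibition above the campaign's mean inhibition across all tested compounds plus 3 SD, cut at about 9.5% in these data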;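 note: 0% = DMSO only and 100% = 100 µM cantharidin control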
Target sequence (P53041 whole entry, looked up): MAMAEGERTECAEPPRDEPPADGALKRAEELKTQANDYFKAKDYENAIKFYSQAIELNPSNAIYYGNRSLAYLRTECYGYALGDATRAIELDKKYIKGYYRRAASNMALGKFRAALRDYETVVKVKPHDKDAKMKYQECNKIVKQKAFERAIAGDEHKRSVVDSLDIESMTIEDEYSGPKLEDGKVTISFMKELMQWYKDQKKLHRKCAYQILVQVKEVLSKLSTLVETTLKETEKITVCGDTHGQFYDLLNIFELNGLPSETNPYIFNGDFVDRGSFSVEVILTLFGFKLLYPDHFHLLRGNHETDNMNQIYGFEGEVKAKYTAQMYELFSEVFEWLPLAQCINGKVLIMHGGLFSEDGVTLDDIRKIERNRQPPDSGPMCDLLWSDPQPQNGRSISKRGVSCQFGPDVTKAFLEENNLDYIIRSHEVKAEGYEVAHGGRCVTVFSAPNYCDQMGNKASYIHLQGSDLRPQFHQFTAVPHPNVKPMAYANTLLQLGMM
PP1 counter: PP1-alpha (human) inhibition in PP5 counter-screen | P62136 | purified PP1alpha, OMFP fluorescence | inhibition, % at 6.7 µM | 320,000 compounds, 0.9% hits | AID 2235;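 active = inhibition above the mean inhibition of all tested compounds plus 3 SD, computed separately for each screening campaign, cut at about 15% in these data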
Target sequence (P62136 whole entry, looked up): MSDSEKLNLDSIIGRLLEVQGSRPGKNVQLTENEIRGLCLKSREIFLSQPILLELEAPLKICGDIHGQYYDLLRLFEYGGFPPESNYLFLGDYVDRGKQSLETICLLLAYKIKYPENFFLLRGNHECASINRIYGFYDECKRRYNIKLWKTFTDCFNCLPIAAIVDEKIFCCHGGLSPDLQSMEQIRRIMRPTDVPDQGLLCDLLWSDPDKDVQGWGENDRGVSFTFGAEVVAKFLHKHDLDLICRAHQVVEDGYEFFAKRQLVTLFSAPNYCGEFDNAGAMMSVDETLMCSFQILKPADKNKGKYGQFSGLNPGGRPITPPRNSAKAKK
ZTA DNA inh: counter-screen for EBNA-1 inhibitors: inhibitors of Epstein-Barr virus ZTA | P03206 | ZTA-DNA binding, fluorescence polarization | inhibition, % at 11 µM | 320,000 compounds, 0.15% hits | AID 2234; in the data active = inhibition above about 33%
Target sequence (P03206 whole entry, looked up): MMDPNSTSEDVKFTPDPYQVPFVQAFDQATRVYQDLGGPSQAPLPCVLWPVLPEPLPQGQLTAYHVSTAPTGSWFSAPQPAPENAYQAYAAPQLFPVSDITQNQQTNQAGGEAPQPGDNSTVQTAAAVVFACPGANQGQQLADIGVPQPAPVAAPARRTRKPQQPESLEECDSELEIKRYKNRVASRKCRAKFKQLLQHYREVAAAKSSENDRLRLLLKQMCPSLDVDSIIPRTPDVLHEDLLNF
GASC-1 inh: blocks human GASC-1 demethylase activity. GST-JMJD2C(1-420) H3K9me3 demethylation, DELFIA europium. inhibition, % at 2.35 µM. 330,000 compounds, 0.069% hits;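 active = more than half of a compound's replicate wells show inhibition beyond 50%, single wells judged on their own value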;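 note: signal counts dimethyl H3K9 product captured on neutravidin plate; 0% = median of DMSO wells and 100% = 0.3 times that DMSO median; strong numbers were not always called active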
TPT1 inhibitor: inhibitors of Candida albicans tRNA 2'-phosphotransferase TPT1; recombinant caTPT1, FP RNA substrate dephosphorylation; AID 1962; 300,000 compounds, 0.81% hits; inhibition, % at 5 µM;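 active = inhibition above the mean of all tested compounds plus 3 SD, set per screening campaign, cut at about 24% in these data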;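 note: plate controls were DMSO alone for no effect and ferristatin control at 100 nM for full effect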
EBNA-1 inhibitor: blocks EBNA-1 binding to DNA. EBNA-1 DNA binding, fluorescence polarization. inhibition, % at 14.8 µM. 300,000 compounds, 0.34% hits. AID 1950; in the data active = inhibition above about 28%
Fh CTSL1 inh: blocks F. hepatica cathepsin L1 in PFM18AAP counter-screen | inhibition, % at 5.96 µM | recombinant F. hepatica cathepsin L1, Z-Leu-Arg-MCA fluorescence | 300,000 compounds, 0.49% hits;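 active = inhibition above the mean of all tested compounds plus 3 SD, set per screening campaign, cut at about 17% in these data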;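 note: 0% = plate median of test compound wells and 100% = 1 µM Z-Phe-Ala-diazomethylketone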
Yeast superoxide: lowers age-related superoxide in aged yeast cells; superoxide response (% of plate mean), % at 10 µM; 330,000 compounds, 0.18% hits; AID 2690; S. cerevisiae aged cells, superoxide DHE fluorescence; active compounds read low;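 active = superoxide response under a set limit, about three screen SD below normal, cut at about 65% in these data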;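 note: yeast aged for seven days with compound at 30 °C before DHE staining; 100% = average MFI of all compound-treated wells on the plate with controls excluded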
Starred values were filed as active, the others as inactive.

How did COc1ccc2c(Cl)c(C(N)=O)sc2c1 do in these assays?
core dimer inh: 1; PP5 primary: 1.4; PP1 counter: -2; ZTA DNA inh: 7; GASC-1 inh: 0; TPT1 inhibitor: 1; EBNA-1 inhibitor: -2; Fh CTSL1 inh: 0; Yeast superoxide: 89

How did CCOC(=O)NC(=O)CSc1nc(-c2ccc(C)c(C)c2)cn1-c1ccccc1 do in these assays?
core dimer inh: 10; PP5 primary: 0.8; PP1 counter: 0; ZTA DNA inh: 13; GASC-1 inh: 0; TPT1 inhibitor: -1; EBNA-1 inhibitor: 4; Fh CTSL1 inh: 1; Yeast superoxide: 94

Results for CS(=O)(=O)N(CCC(=O)O)Cc1ccccc1 ?
core dimer inh: -2; PP5 primary: -1.2; PP1 counter: -2; ZTA DNA inh: -2; GASC-1 inh: 5; TPT1 inhibitor: -3; EBNA-1 inhibitor: -6; Fh CTSL1 inh: 11; Yeast superoxide: 101

What do the screens show for `CC(C)(C)OC(=O)CNC(=O)c1[nH]cnc1C(=O)NCCCCCN`?
core dimer inh: -17; PP5 primary: -1.8; PP1 counter: 2; ZTA DNA inh: 2; GASC-1 inh: 11; TPT1 inhibitor: -4; EBNA-1 inhibitor: 8; Fh CTSL1 inh: 1; Yeast superoxide: 102

How did COc1ccc(NC(=O)CSc2ncccc2C(=O)OC(C)C)cc1OC do in these assays?
core dimer inh: -4; PP5 primary: -0.9; PP1 counter: 0; ZTA DNA inh: -20; GASC-1 inh: -2; TPT1 inhibitor: -4; EBNA-1 inhibitor: -9; Fh CTSL1 inh: -6; Yeast superoxide: 97

How did O=C1CC(c2ccc(F)cc2)CC(O)=C1C=NCCN1CCNCC1 (centres undefined) do in these assays?
core dimer inh: 0; PP5 primary: 4.5; PP1 counter: -3; ZTA DNA inh: 13; GASC-1 inh: -20; TPT1 inhibitor: 1; EBNA-1 inhibitor: -4; Fh CTSL1 inh: 0; Yeast superoxide: 119

Results for O=C(O)c1ccc(-c2sc(Nc3ccccc3)n[n+]2-c2ccc(F)cc2)cc1 ?
core dimer inh: 7; PP5 primary: 0.6; PP1 counter: -2; ZTA DNA inh: 9; GASC-1 inh: -16; TPT1 inhibitor: 1; EBNA-1 inhibitor: 8; Fh CTSL1 inh: 3; Yeast superoxide: 103

How did COc1ccc(NS(=O)(=O)c2ccc3oc(SC)nc3c2)cc1 do in these assays?
core dimer inh: 3; PP5 primary: 1.2; PP1 counter: -5; ZTA DNA inh: 13; GASC-1 inh: -22; TPT1 inhibitor: -1; EBNA-1 inhibitor: -1; Fh CTSL1 inh: 0; Yeast superoxide: 103

How did Cn1c(=O)c2c([nH]c(OCc3ccc(Cl)cc3Cl)[n+]2Cc2ccc(F)cc2)n(C)c1=O do in these assays?
core dimer inh: 6; PP5 primary: -3.5; PP1 counter: -6; ZTA DNA inh: 4; GASC-1 inh: -1; TPT1 inhibitor: 16; EBNA-1 inhibitor: 3; Fh CTSL1 inh: -1; Yeast superoxide: 99

What do the screens show for `CCCCNC(=O)NNC(=O)c1cc(C)on1`?
core dimer inh: -3; PP5 primary: -4.3; PP1 counter: 0; ZTA DNA inh: 2; GASC-1 inh: -2; TPT1 inhibitor: 1; EBNA-1 inhibitor: 4; Fh CTSL1 inh: 1; Yeast superoxide: 82

What do the screens show for `O=[N+]([O-])c1ccc2nccn2c1`?
core dimer inh: -9; PP5 primary: 1.3; PP1 counter: 0; ZTA DNA inh: -1; GASC-1 inh: 1; TPT1 inhibitor: -1; EBNA-1 inhibitor: 1; Fh CTSL1 inh: 0; Yeast superoxide: 104

How did Cc1[nH]c2ccccc2c1C(=O)NS(=O)(=O)Nc1ccc(Cl)cc1 do in these assays?
core dimer inh: 3; PP5 primary: -0.6; PP1 counter: -2; ZTA DNA inh: 8; GASC-1 inh: 19; TPT1 inhibitor: 4; EBNA-1 inhibitor: 6; Fh CTSL1 inh: 2; Yeast superoxide: 113

How did O=C1CCC(=O)N1c1ccc(S(=O)(=O)Nc2cccc(Br)c2)cc1 do in these assays?
core dimer inh: 4; PP5 primary: -0.2; PP1 counter: -2; ZTA DNA inh: -2; GASC-1 inh: -5; TPT1 inhibitor: 1; EBNA-1 inhibitor: 4; Fh CTSL1 inh: -4; Yeast superoxide: 95

Results for COc1ccccc1N1CCN(C(=O)c2ccc(S(=O)(=O)N3CCCCC3)cc2)CC1 ?
core dimer inh: 7; PP5 primary: 3.0; PP1 counter: -1; ZTA DNA inh: -1; GASC-1 inh: 4; TPT1 inhibitor: 0; EBNA-1 inhibitor: -4; Fh CTSL1 inh: -1; Yeast superoxide: 98

How did O=C(CSc1cccc[n+]1[O-])Nc1ccc([N+](=O)[O-])cc1Cl do in these assays?
core dimer inh: -4; PP5 primary: 2.9; PP1 counter: 1; ZTA DNA inh: -9; GASC-1 inh: -5; TPT1 inhibitor: -2; EBNA-1 inhibitor: -2; Fh CTSL1 inh: 5; Yeast superoxide: 108

How did C=CCn1c(SCC(=O)NNC(=S)Nc2ccccc2)nnc1-c1ccccc1 do in these assays?
core dimer inh: -3; PP5 primary: -1.1; PP1 counter: 2; ZTA DNA inh: -8; GASC-1 inh: -13; TPT1 inhibitor: -6; EBNA-1 inhibitor: -6; Fh CTSL1 inh: 7; Yeast superoxide: 84

How did CC(C)n1c(O)c(N=NC(=O)Cc2csc(N3CCOCC3)n2)c2ccccc21 do in these assays?
core dimer inh: 8; PP5 primary: 2.5; PP1 counter: -5; ZTA DNA inh: -4; GASC-1 inh: 0; TPT1 inhibitor: 0; EBNA-1 inhibitor: 0; Fh CTSL1 inh: 1; Yeast superoxide: 106

Results for O=C1C(C=NCCCn2ccnc2)=C(O)c2ccccc21 ?
core dimer inh: 3; PP5 primary: 0.8; PP1 counter: -3; ZTA DNA inh: 1; GASC-1 inh: -17; TPT1 inhibitor: 1; EBNA-1 inhibitor: -6; Fh CTSL1 inh: 4; Yeast superoxide: 97

What do the screens show for `Cn1c(=O)oc2cc(S(=O)(=O)N3CCCc4ccccc43)ccc21`?
core dimer inh: -3; PP5 primary: -7.7; PP1 counter: -3; ZTA DNA inh: -4; GASC-1 inh: 9; TPT1 inhibitor: -4; EBNA-1 inhibitor: -6; Fh CTSL1 inh: 11; Yeast superoxide: 94

Results for CC(=O)Nc1cccc(C(=O)NC(C)c2ccc(S(N)(=O)=O)cc2)c1 (centres undefined) ?
core dimer inh: 1; PP5 primary: 0.6; PP1 counter: -1; ZTA DNA inh: -6; GASC-1 inh: -3; TPT1 inhibitor: 7; EBNA-1 inhibitor: 10; Fh CTSL1 inh: 2; Yeast superoxide: 94

How did COc1cc(-c2cc(C(=O)Nc3ccc(O)cc3)c3ccccc3n2)cc(OC)c1OC do in these assays?
core dimer inh: 1; PP5 primary: 2.5; PP1 counter: 3; ZTA DNA inh: 9; GASC-1 inh: 1; TPT1 inhibitor: -3; EBNA-1 inhibitor: -20; Fh CTSL1 inh: -1; Yeast superoxide: 105

Results for O=C(COC(=O)C1CC2CCCC(C1)C2=O)Nc1ccccc1 (centres undefined) ?
PP5 primary: -2.1; PP1 counter: 1; ZTA DNA inh: -10; Yeast superoxide: 106

How did COc1ccc(CNC(=O)C2CCCN(c3ncnc4c3nc3n4CCCCC3)C2)cc1 (centres undefined) do in these assays?
core dimer inh: -5; PP5 primary: 2.5; PP1 counter: 1; ZTA DNA inh: 3; GASC-1 inh: 7; TPT1 inhibitor: -3; EBNA-1 inhibitor: 2; Fh CTSL1 inh: -2; Yeast superoxide: 89

What do the screens show for `Cc1c(OCc2ccc([N+](=O)[O-])cc2)ccc2c3c(c(=O)oc12)CCC3`?
core dimer inh: 13; PP5 primary: -0.9; PP1 counter: -4; ZTA DNA inh: -4; GASC-1 inh: -2; TPT1 inhibitor: -2; EBNA-1 inhibitor: -1; Fh CTSL1 inh: 2; Yeast superoxide: 92

How did CCN(CC)S(=O)(=O)c1ccc2oc(C(=O)NCCN3CCOCC3)c(C)c2c1 do in these assays?
core dimer inh: -6; PP5 primary: 3.7; PP1 counter: -2; ZTA DNA inh: 10; GASC-1 inh: 13; TPT1 inhibitor: 1; EBNA-1 inhibitor: 0; Fh CTSL1 inh: 3; Yeast superoxide: 107

How did O=C(Cc1ccc(Cl)cc1Cl)Nc1cccc(S(=O)(=O)Nc2ccccc2F)c1 do in these assays?
core dimer inh: 9; PP5 primary: 0.1; PP1 counter: -3; ZTA DNA inh: 5; GASC-1 inh: -2; TPT1 inhibitor: 2; EBNA-1 inhibitor: -3; Fh CTSL1 inh: 4; Yeast superoxide: 98

What do the screens show for `CCOc1cccc(C2CC(=O)Nc3cc(OC)c(OC)cc32)c1` (centres undefined)?
core dimer inh: 6; PP5 primary: -1.7; PP1 counter: 3; ZTA DNA inh: 4; GASC-1 inh: 8; TPT1 inhibitor: 0; EBNA-1 inhibitor: -4; Fh CTSL1 inh: 2; Yeast superoxide: 102

Results for COC(=O)[C@@]1(Cc2ccc(F)cc2)[C@H]2c3cc(C(=O)N(C)C)n(C[C@H](O)CO)c3C[C@H]2CN1C(=O)c1ccccc1 ?
core dimer inh: -13; PP5 primary: 4.3; PP1 counter: -2; ZTA DNA inh: 5; GASC-1 inh: 6; TPT1 inhibitor: 0; EBNA-1 inhibitor: -7; Fh CTSL1 inh: 2; Yeast superoxide: 109

How did COc1ccc(C(=O)NC(=S)NNC(=O)c2ccncc2)cc1Br do in these assays?
PP5 primary: 2.8; PP1 counter: 3; ZTA DNA inh: -5; GASC-1 inh: -5; Yeast superoxide: 109

Results for CC1(C)Cc2nc3sc(C(=O)NCCCO)c(N)c3cc2CO1 ?
core dimer inh: -4; PP5 primary: 0.8; PP1 counter: 1; ZTA DNA inh: -1; GASC-1 inh: 34; TPT1 inhibitor: -4; EBNA-1 inhibitor: -7; Fh CTSL1 inh: 0; Yeast superoxide: 109

How did Cc1nnc2n1CCCCC2 do in these assays?
core dimer inh: 4; PP5 primary: 2.0; PP1 counter: -2; ZTA DNA inh: 1; GASC-1 inh: 16; TPT1 inhibitor: -1; EBNA-1 inhibitor: 7; Fh CTSL1 inh: -1; Yeast superoxide: 98

What do the screens show for `COc1ccc(CCN(C)C(=O)CSc2nc3ncc(Cl)cc3[nH]2)cc1OC`?
core dimer inh: -6; PP5 primary: -1.3; PP1 counter: -2; ZTA DNA inh: 0; GASC-1 inh: -12; TPT1 inhibitor: -2; EBNA-1 inhibitor: 4; Fh CTSL1 inh: 2; Yeast superoxide: 122

What do the screens show for `O=C(CCc1ccccc1)Nc1cc(NC(=O)CCc2ccccc2)cc(C(=O)O)c1`?
core dimer inh: -4; PP5 primary: -0.2; PP1 counter: 1; ZTA DNA inh: -1; GASC-1 inh: 27; TPT1 inhibitor: -4; EBNA-1 inhibitor: -7; Fh CTSL1 inh: 2; Yeast superoxide: 86

How did COc1ccc(Oc2nccc(-c3ccc(Cl)cc3)n2)cc1 do in these assays?
core dimer inh: 2; PP5 primary: 2.0; PP1 counter: 4; ZTA DNA inh: 5; GASC-1 inh: 8; TPT1 inhibitor: -2; EBNA-1 inhibitor: 6; Fh CTSL1 inh: 1; Yeast superoxide: 99

How did Cc1nn(C)c(C)c1/C=C(/C(=O)C(C)C)n1cncn1 do in these assays?
core dimer inh: -6; PP5 primary: 0.0; PP1 counter: -2; ZTA DNA inh: -20; GASC-1 inh: -28; TPT1 inhibitor: -3; EBNA-1 inhibitor: -8; Fh CTSL1 inh: 14; Yeast superoxide: 98
